# Sm TGR block – qHTS Assay for the Inhibitors of Schistosoma Mansoni Peroxiredoxins | Schistosoma mansoni thioredoxin glutathione reductase (TGR), Q962Y6 | purified TGR, DTNB reduction, TNB absorbance 405 nm | Potency, µM (highest dose often 114 µM), for inactives: top-dose activity change, negative = inhibition, usual class: inhibitors | actives 3% (n = 360,000); further: potency means the concentration at half of the fitted maximal effect; nearly all actives have a fitted effect of over 60% in size
#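 Kinetic colorimetric format: TGR-catalysed, NADPH-driven DTNB reduction monitored via TNB absorbance. Enzyme dispensed at 20 nM; compound exposure 15 min at room temperature before reaction start.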
# HCMV antiviral – qHTS Assay for inhibitors of the human cytomegalovirus (HCMV) | HFF cells, HCMV-luciferase reporter, 72 h; hits give low values | activity change, negative = inhibition, % at 57.5 µM | actives 4.5% (n = 410,000) | AID 1259415, 2018; in the data active means activity change below about -60%; inconclusive means no clear call, values can overlap the other calls; inactive means above about -39%
#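 Luciferase read-out from HCMV-luciferase-infected HFFs (MOI 1 PFU/cell) 72 h post infection at 37C; compounds added after 16 h cell attachment; activity normalized between buffer-only basal and Salinomycin (10uM) inhibitor controls.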
# FBPA Giardia inh – qHTS Assay for Inhibitors of Fructose-1,6-bisphosphate Aldolase from Giardia Lamblia | Potency, µM (titrated, usually from 59.6 µM), inactives show at the top dose activity, negative = inhibition, actives largely listed as inhibitors | purified Giardia FBPA | actives 0.71% (n = 290,000); further: potency means the concentration at half of the fitted maximal effect; nearly all actives have a fitted effect of over 55% in size
# Target sequence (A8B2U2 whole entry, looked up): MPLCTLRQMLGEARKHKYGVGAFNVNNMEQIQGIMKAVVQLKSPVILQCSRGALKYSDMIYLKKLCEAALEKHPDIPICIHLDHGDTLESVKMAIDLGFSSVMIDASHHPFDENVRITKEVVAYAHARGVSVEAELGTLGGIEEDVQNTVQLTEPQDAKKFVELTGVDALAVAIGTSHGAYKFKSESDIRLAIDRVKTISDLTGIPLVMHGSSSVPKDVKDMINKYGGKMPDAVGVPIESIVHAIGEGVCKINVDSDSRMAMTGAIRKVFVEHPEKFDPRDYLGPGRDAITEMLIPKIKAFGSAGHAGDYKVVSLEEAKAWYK
#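 Giardia FBPA (40 nM reagent) was preincubated 10 min at RT with compound (up to 57.5 uM final), then substrate plus GAPDH/TPI/NAD/arsenate coupling system with diaphorase/resazurin was added; resorufin fluorescence (525/598 nm) was read after 20 min.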
# AMA1 RON2 block – qHTS for Inhibitors of AMA1-RON; Towards Development of Antimalarial Drug Lead: Primary Screen. actives 0.2% (n = 360,000). AlphaScreen AMA1-biotinylated RON2 peptide binding. Potency, µM (top dose mostly 58.2 µM), without a hit: top-dose activity change, negative = inhibition, most hits filed as inhibitors. Plasmodium falciparum AMA1 (3D7) - RON2 peptide interaction;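 further: potency means the concentration at half of the fitted maximal effect; 0% = vehicle wells and -100% = peptide control; nearly all actives have a fitted effect of over 45% in size; some results filed as inactive show a strong effect at the top dose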
#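 AMA1 (3D7) with his tag at 25 nM final met compounds first, then biotinylated RON2 peptide at 25 nM; detection used donor plus acceptor beads, 10 µg/mL apiece, read by AlphaScreen after 30 min at room temperature.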
# AmpC inh detg – qHTS Inhibitors of AmpC Beta-Lactamase (assay with detergent). P00811. AmpC hydrolysis of nitrocefin, absorbance 480 nm, 0.01% Triton. Potency, µM (highest dose often 114 µM), for inactives: at the highest dose activity change, negative = inhibition, hits mostly inhibitors. actives 0.041% (n = 370,000). AID 485294, 2010;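 further: potency means the concentration at half of the fitted maximal effect; 0% = no-compound wells and -100% = no-enzyme wells; nearly all actives have a fitted effect of over 25% in size; some results filed as inactive show a strong effect at the top dose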
# Target sequence (P00811 whole entry, looked up): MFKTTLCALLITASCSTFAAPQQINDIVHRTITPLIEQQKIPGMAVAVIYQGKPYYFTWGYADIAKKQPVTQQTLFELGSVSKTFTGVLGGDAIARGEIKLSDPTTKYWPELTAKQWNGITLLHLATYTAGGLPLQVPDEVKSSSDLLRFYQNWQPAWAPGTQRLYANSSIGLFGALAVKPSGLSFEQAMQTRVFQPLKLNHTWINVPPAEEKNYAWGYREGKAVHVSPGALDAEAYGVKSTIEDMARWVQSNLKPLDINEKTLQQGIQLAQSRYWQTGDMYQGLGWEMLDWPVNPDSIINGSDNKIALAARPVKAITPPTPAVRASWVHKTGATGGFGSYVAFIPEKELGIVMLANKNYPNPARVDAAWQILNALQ
#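 20 mM phosphate pH 7.0 + 0.01% (detergent screen) or 0.0001% Triton X-100; 5.3 nM AmpC reagent; cpd preinc 15 min RT; nitrocefin (800 uM stock) to start; A480 q20 s × 4 min; Activity was normalised to no-enzyme and no-compound control wells.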
# HCV inhibitor – qHTS Assay for Inhibitors of Hepatitis C Virus (HCV) | Potency, µM (series often up to 41.8 µM), without a hit: at the top dose activity change, negative = inhibition, most hits filed as inhibitors | actives 3.4% (n = 340,000) | Huh7.5.1 HCVcc-Cre infection, luciferase reporter, 44 h; further: potency means the concentration at half of the fitted maximal effect
#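 Seed cells (1,000/well) for 4 h; treat with compound and infect with HCVcc-Cre, moi about 0.5. Incubate 44 h, then detect luciferase activity.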
# * marks the source's active call; other numbers are inactive results; ? = inconclusive; . = no result given; & = joins results of further samples; [ ] = dose if it differs, or a comment. Unless noted, the call rests on the fitted dose curve; in most records, active means well fitted curve in the direction sought with a large enough effect; inconclusive means small, poorly fitted or top-dose-only effect, or another doubt; inactive means no such curve, though single readings can be large; an effect the other way counts as inactive or inconclusive. Unless noted, on the % scale 0 is the no-effect control and ±100 the full control effect.
cpd	Molecule	Sm TGR block	HCMV antiviral	FBPA Giardia inh
1	C[N+]1([O-])[C@@H]2CC(OC(=O)[C@H](CO)c3ccccc3)C[C@H]1[C@@H]1O[C@@H]12 (stereo partly specified)	-16%	19	.
2	CC(=O)C1=C(c2ccccc2)NC(=O)NC1c1ccc(O)c(O)c1 (stereo unspecified)	16µM*	-14	-17%
3	Cc1cc(OCC(=O)OCC(=O)Nc2ccc(Cl)cn2)ccc1Cl	0%	82	.
4	CCCCCCNC(=O)Cc1ccc(Br)cc1	12%	?	6%
5	CC(=O)c1ccc(NC(=S)NNC(=O)c2ccccc2[N+](=O)[O-])cc1	2%	-13	15%
6	CC(=O)c1ccc(OCC(=O)N2CCCC(N(C)Cc3ccccc3)C2)cc1 (stereo unspecified)	-20%	6	.
7	CCN1c2ccccc2-c2nc(SCC(=O)Nc3cc(F)ccc3F)ncc2S1(=O)=O	10%	?	.
8	CCn1cnc2scc(-c3ccc(C)c(C)c3)c2c1=O	.	6	1%
9	COC(=O)/N=C(/Cc1ccc(OC)cc1)c1ccc(OC)cc1	3%	54	-8%
10	Cc1cc(C)cc(NC(=O)c2ccc(S(=O)(=O)NCc3cccnc3)cc2)c1	-9%	?	.
11	O=S(=O)(NCc1cn2ccsc2n1)c1ccc2c(c1)OCCO2	3%	-8	0%
12	O=C(CSc1nccc(=O)[nH]1)c1ccccc1Br	7%	-16	-17%
13	O=C(NCCCN1CCOCC1)/C(=C/c1ccc(F)cc1)NC(=O)c1ccccc1	-11%	35	2%
14	COCCNC(=O)Cn1nc(-c2ccc(C)cc2)c2ccccc2c1=O	0%&7%	-6&-1	7%
15	CCOC(=O)c1cc(=O)c2ccc(OCC(=O)Nc3ccc(F)cc3)cc2o1	-4%	23	1%

cpd	AMA1 RON2 block	AmpC inh detg	HCV inhibitor
1	-4%	-19%	-10%
2	-11%	-1%	9%
3	-5%	-19%	19%
4	-9%	1%	?
5	41%[activator]	?	-11%
6	-1%	-14%	27%
7	.	0%	.
8	-9%	-4%	?
9	1%	-8%	12%
10	-3%	1%	-15%
11	4%	1%	-1%
12	24%	0%	6%
13	18%	-14%	16%
14	-7%	-2%&8%	2%
15	-3%	2%	-5%

# The listing continues:
cpd	Molecule	Sm TGR block	HCMV antiviral	FBPA Giardia inh
16	COc1ccc(S(=O)(=O)Nc2ccc3c(c2)C(=O)N([C@@H](C)CO)C[C@H](C)[C@H](CN(C)S(=O)(=O)c2ccc(F)cc2)O3)cc1	.	-10	.
17	OCC1(CCc2ccccc2)CCN(Cc2ccc(OC(F)F)cc2)CC1	-6%	21	14%
18	COc1cc(/C=C(\C#N)c2nc3ccccc3[nH]2)ccc1OCc1cccc(C(F)(F)F)c1	2%	-87*	.
19	COc1cc(/C=C2/C(C)=C(C#N)c3nc(N)c(C#N)c(C)c32)ccc1OCC(=O)O	.	31	?
20	Cc1ccc(-c2nnc(Nc3ccc(C(N)=O)cc3)c3ccccc23)cc1S(=O)(=O)NCC1CCCO1 (stereo unspecified)	-2%	-28	0%
21	O=C(Nc1nc2ccccc2s1)C1CC(=O)N(c2ccc(Cl)cc2)C1 (stereo unspecified)	4%	28	0%
22	CCOC(=O)c1cc(-c2ccccc2)n(CCC(=O)NCc2ccccc2Cl)c1C	11%	39	.
23	Cc1nn(C)c2ncc(C(=O)c3ccccc3O)cc12	4%	-30	7%
24	O=C(CN1C=NS(=O)(=O)c2ccccc21)Nc1ccc(Br)cc1	10%	1	.
25	O=C(CCl)Nc1ccc(Oc2cnc3ccccc3n2)cc1	-27%	-104*	0%
26	COCCCC1CCN(Cc2cn[nH]c2-c2cc(OC)c(OC)c(OC)c2)CC1	10%	32	6%
27	CCC(=O)Nc1ccc2c(c1)nc(CN1CCN(C(C)=O)CC1)n2C	-25%	35	-25%
28	Cc1cc(C(=O)Nc2ccc(C#N)cc2)on1	7%	-14	8%
29	Cc1cc([N+](=O)[O-])cc2c1NC(=O)C2(O)N1CCOCC1 (stereo unspecified)	-10%	-21	-27%
30	CN(CC(=O)Nc1cccc(F)c1)C(=O)c1ccc(S(=O)(=O)N2CCCC2)cc1	-2%	0	.

cpd	AMA1 RON2 block	AmpC inh detg	HCV inhibitor
16	-1%	.	-2%
17	10%	-6%	-30%
18	.	1%	.
19	1%	2%	?
20	6%	-11%	6%
21	-9%	?	34%[activator]
22	.	7%	.
23	12%	-1%	-11%
24	.	10%	.
25	-4%	6%	?
26	0%	7%	?
27	17%	-12%	12%
28	-6%	-7%	10%
29	-12%	-6%	7%
30	-3%	-6%	7%

# Next section.
cpd	Molecule	Sm TGR block	HCMV antiviral	FBPA Giardia inh
31	CC(C)N(C(C)C)S(=O)(=O)c1ccc(N2CCc3ccccc3C2)nc1	-5%	35	2%
32	Nn1c(SCC(=O)NCCC2=CCCCC2)nnc1-c1cccnc1	-9%	-18	.
33	Cc1cc(-c2ccccc2)nc(N/N=C/c2ccccc2)n1	5%	4	-8%
34	COC(=O)c1c(-c2cccs2)csc1NC(=O)c1cccnc1	0%	0	10%
35	NS(=O)(=O)c1ccc(N2CCOCC2)c(C(=O)NCCCSc2ccccc2)c1	-3%	0	.
36	O=C(COc1ccccc1)NCc1ccc(-n2cccc2)cc1	-17%	?	3%
37	C=CCNC(=O)c1ccc2c(c1)S(=O)(=O)c1ccccc1C2=O	.	3	.
38	COc1ccccc1N(CC(=O)Nc1ccccc1C(=O)NCC(C)C)S(C)(=O)=O	1%	?	2%
39	Cc1ccc(NC(=O)c2c(C)noc2C)cc1S(=O)(=O)N1CCOCC1	.	10	.
40	Cc1cccc(C)c1NC(=O)COC(=O)c1ccccc1Nc1ccccc1	-4%	28	7%
41	C#CCSc1nc2ccccc2n1C(=O)c1ccc(S(=O)(=O)N2CCCCC2)cc1	1%	-8	-5%
42	O=C(CSc1nccn1Cc1ccco1)Nc1cccc(F)c1	13%&-10%	-10&0	-10%
43	CCn1c(=O)c2c(nc3n2CCN3c2ccccc2)n(C)c1=O	-2%	-75*	14%
44	Cc1ccc(NC(=O)CNC(=O)OCc2ccccc2)cc1C	0.11µM*	-34	-1%
45	CCOC(=O)c1sc(NC(=S)NC(=O)C2CC2)cc1C	2%	24	-19%

cpd	AMA1 RON2 block	AmpC inh detg	HCV inhibitor
31	-11%	1%	-10%
32	16%	-11%	28%
33	37%[activator]	-12%	?
34	30%	-9%	11µM*
35	-5%	-3%	0%
36	1%	-7%	6%
37	48%[activator]	.	25µM*
38	1%	-4%	-5%
39	9%	.	32%[activator]
40	4%	2%	-4%
41	21%	-1%	9%
42	2%	-2%&6%	?
43	-2%	-10%	?
44	25%	3%	-5%
45	-10%	12%	?

# More entries.
cpd	Molecule	Sm TGR block	HCMV antiviral	FBPA Giardia inh
46	Cc1nn(Cc2ccccc2Cl)c(Cl)c1C(=O)OCC(=O)NC(=O)NC1CCCCC1	-5%	4	2%
47	CCN(CC)c1c2c(c(C#N)c3nc4ccccc4n13)CCC2	-12%	-21	7%
48	Cc1ccn2c(=O)c(C(=O)NCCc3ccc(S(N)(=O)=O)cc3)c(O)nc2c1	0%	-4	.
49	Cc1ccc(O)c(C2=NOC(O)(C(F)(F)C(F)F)C2)c1 (stereo unspecified)	0%	-15	1%
50	CCSc1nnc(NC(=O)CCNS(=O)(=O)c2ccccc2F)s1	-8%	10	1%
51	CC1CC(=O)N(CC(=O)N2CCCC2)c2ccccc2S1 (stereo unspecified)	-1%	1	6%
52	CCOC(=O)c1cc2c(=O)n3ccccc3nc2n(CCCOC)c1=NC(C)=O	10%	45	-1%
53	CC(CC(=O)NCc1ccc(Cl)cc1)CC1=NS(=O)(=O)c2ccccc2N1 (stereo unspecified)	1%	-8	.
54	Cc1cc2c(c(=O)o1)C(Cc1ccccc1)C(C#N)=C(N)O2 (stereo unspecified)	-18%	7	-3%
55	COC(=O)Cn1c2ccc(F)cc2c2nc(C)sc21	-1%	-9	-27%
56	Cc1ccc2nc(-c3cccc(Br)c3)cc(C(=O)Nn3cnnc3)c2c1	-13%	-16	?
57	CC(C)N(C(=O)CSc1nnc(CSc2ncccn2)n1C)C(C)C	34%	41	4%
58	O=P(Nc1ccccc1Cl)(c1ccccc1)c1nc2c(s1)CCCC2 (stereo unspecified)	-23%	11	3%
59	CCc1ccc(CSc2nc(-c3ccc(OC)cc3)nc3c2Cc2c(CO)cnc(C)c2O3)cc1	-13%	0	.

cpd	AMA1 RON2 block	AmpC inh detg	HCV inhibitor
46	-6%	-9%	4%
47	29%	?	?
48	.	-2%	.
49	4%	3%	4%
50	11%	-8%	0%
51	-8%	1%	8%
52	11%	-15%	?
53	.	-1%	.
54	-2%	9%	9%
55	-8%	-1%	7%
56	8%	-4%	16%
57	11%	-6%	1%
58	-10%	3%	12%
59	.	-6%	.

# Structural class: the entries above containing an aryl thioether with sulfur outside any ring (9)
cpd	Molecule	Sm TGR block	HCMV antiviral	FBPA Giardia inh
7	CCN1c2ccccc2-c2nc(SCC(=O)Nc3cc(F)ccc3F)ncc2S1(=O)=O	10%	?	.
12	O=C(CSc1nccc(=O)[nH]1)c1ccccc1Br	7%	-16	-17%
32	Nn1c(SCC(=O)NCCC2=CCCCC2)nnc1-c1cccnc1	-9%	-18	.
35	NS(=O)(=O)c1ccc(N2CCOCC2)c(C(=O)NCCCSc2ccccc2)c1	-3%	0	.
41	C#CCSc1nc2ccccc2n1C(=O)c1ccc(S(=O)(=O)N2CCCCC2)cc1	1%	-8	-5%
42	O=C(CSc1nccn1Cc1ccco1)Nc1cccc(F)c1	13%&-10%	-10&0	-10%
50	CCSc1nnc(NC(=O)CCNS(=O)(=O)c2ccccc2F)s1	-8%	10	1%
57	CC(C)N(C(=O)CSc1nnc(CSc2ncccn2)n1C)C(C)C	34%	41	4%
59	CCc1ccc(CSc2nc(-c3ccc(OC)cc3)nc3c2Cc2c(CO)cnc(C)c2O3)cc1	-13%	0	.

cpd	AMA1 RON2 block	AmpC inh detg	HCV inhibitor
7	.	0%	.
12	24%	0%	6%
32	16%	-11%	28%
35	-5%	-3%	0%
41	21%	-1%	9%
42	2%	-2%&6%	?
50	11%	-8%	0%
57	11%	-6%	1%
59	.	-6%	.

# Compound activity as filed in PubChem BioAssay.
